# STAT3 inh – reduces IL-6 driven STAT3 reporter signal; actives 0.89% (n = 190,000); inhibition, % at 5.5 µM; U3A cells, IL-6 STAT3-luciferase reporter, luminescence; host cell line lacks STAT1;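 active = inhibition above the mean inhibition across all screened compounds plus 3 SD, cut at about 44% in these data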;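 also: 0% = DMSO only wells and 100% = 100 µM nifuroxazide control wells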
# Efa HMGR inh – blocks class II HMG-CoA reductase of Enterococcus faecalis. inhibition, % at 10 µM. purified E. faecalis HMGR, NADPH absorbance 340 nm kinetic. actives 0.41% (n = 190,000). AID 1066;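 active = inhibition above a set limit, the median over all tested compounds plus 3 SD, cut at about 9.5% in these data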;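 also: enzyme runs in reverse so mevalonate oxidation gives rising NADPH absorbance; 0% = complete reaction with DMSO and 100% = background rate lacking mevalonate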
# APP 5'UTR act – APP 5'UTR luciferase reporter activation; activation, % at 2 µM; AID 1276; SH-SY5Y APP 5'UTR luciferase reporter, luminescence; zero percent = DMSO vehicle wells; actives 1% (n = 190,000);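 active = activation above a set limit, based on mean plus 3 SD of controls, cut at about 140% in these data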; also: values of inactives mirror those of a sister screen read the other way
# NF-kB neuron act – raises NF-kB expression in human neuronal cells; NF-kB reporter expression; stronger effect = higher value; fold change at 12.5 µM; actives 1.6% (n = 190,000); AID 1239; in the data active = fold change above about 3.3
# STAT1 inh – STAT1 signaling inhibition. NIH 3T3 STAT1-luciferase reporter, IFN-gamma, luminescence. inhibition, % at 5.5 µM. actives 0.35% (n = 200,000). AID 920;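 active = inhibition above a set limit, the mean inhibition across all tested compounds plus 3 SD, cut at about 34% in these data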;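 also: 0% = IFN-gamma with DMSO and 100% = IFN-gamma with 300 µM nifuroxazide; values of inactives mirror those of a sister screen read the other way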
# Hsp70 activator – switches on Hsp70 transcription. HeLa Hsp70 promoter luciferase reporter, luminescence; scaled: vehicle 0, proteasome-inhibitor control 100%. activation, % at 10 µM. actives 0.04% (n = 200,000). AID 1203;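 active = activation above the mean across all tested compounds plus 3 SD, cutoff set per campaign, cut at about 5.5% in these data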;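 also: 100% = MG132 at 30 µM as the positive control and 0% = DMSO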
# STAT1 activator – STAT1 signaling activation. NIH 3T3 STAT1-luciferase reporter, IFN-gamma, luminescence; 100% = IFN-gamma alone, no compound. activation (% of control), % at 5.5 µM. actives 2.6% (n = 200,000). AID 932;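 active = activation above the screen-wide mean activation plus 3 SD, cut at about 130% in these data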;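 also: raw ratio to IFN-gamma control signal so 100% means no change and 0% no light; values of inactives mirror those of a sister screen read the other way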
# STAT3 act – STAT3 signaling activation | activation (% of control), % at 5.6 µM | U3A cells, IL-6 STAT3-luciferase reporter, luminescence; 100% = signal with IL-6 EC80 alone | actives 0.91% (n = 190,000);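 active = activation above the screen-wide mean of compound activation plus 3 SD, cut at about 130% in these data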;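 also: 0% = background luminescence of wells with medium and substrate only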
#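 System – human U3A cells carrying STAT3-luciferase construct · Probe or stimulus – Interleukin-6, 33 ng/mL · Schedule – compound 1 h, then IL-6 6 h at 37 °C · Signal – luminescence from STAT3-driven luciferase reporter · Evaluation – percent of IL-6-only median luminescence · Benchmarks – IL-6-only high control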
# Redox H2O2 prof – compounds producing H2O2 with reducing agent – biochemical, NIH compound library profiling, artefact control for MLSCN library redox annotation, primary screen; DTT-dependent redox cycling H2O2, phenol red/HRP absorbance; 100% = 100 µM peroxide control, 0% = buffer; activation, % at 10 µM; actives 0.03% (n = 200,000); AID 878;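 active = activation of at least 50% relative to the plate's high and low controls in the primary single-dose screen; inactive = activation below 50%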;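 also: compound incubated with DTT at 0.8 mM final as the reducing agent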
# TLR4-MyD88 BLA – inhibitors of human TLR4-MyD88 binding; actives 0.18% (n = 200,000); inhibition, % at 8.4 µM; HeLa CL3-4 TLR4/MyD88 BLA complementation, FRET ratio; in the data active = inhibition above about 25%;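 also: 0% = vehicle and 100% = reference inhibitor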
# * marks the source's active call; other numbers are inactive results; . = no result given.
SMILES,STAT3 inh,Efa HMGR inh,APP 5'UTR act,NF-kB neuron act,STAT1 inh,Hsp70 activator,STAT1 activator,STAT3 act,Redox H2O2 prof,TLR4-MyD88 BLA
CC(=O)Nc1ccc(Nc2cc(C)nc3c(-c4ccccc4)c(C)nn23)cc1,-10,-2,2,0.55,-7,-0.2,106,111,-0.1,-12
CCCC(=O)O[C@@H]1C[C@@H](C)N(C(=O)c2ccccc2)c2ccc(C)cc21,3,1,8,1.1,9,-0.3,92,101,3.1,2
COc1ccc(C(=O)n2nnc3ccccc32)cc1Br,10,-10,9,1.9,-4,0.0,106,95,0.3,-2
COCCNC(=O)CS(=O)Cc1nc(-c2ccc(OC)cc2)oc1C (stereo not drawn),9,-4,.,0.99,-4,-0.3,104,100,-0.6,-4
C1=C(c2ccccc2)N2CCN=C2S1,6,-2,-13,1.1,-8,-0.2,108,101,0.9,5
Cc1cc(C)c2nc(-c3ccccn3)cc(C(=O)n3cccn3)c2c1,-26,-6,-12,1.1,-12,-0.4,108,122,11,-13
COc1ccc(C2C(C#N)=C(N)OC3=C2C(=O)CCC3)cc1OC (stereo not drawn),5,-7,0,1.1,1,-0.3,97,100,-0.2,-5
OC(CN1CCOCC1)CN(c1ccccc1)c1ccccc1 (stereo not drawn),0,-6,21,0.97,-9,-0.2,108,103,2.6,-6
CCCC(=O)C1=C(O)C(C(=O)OC)C(C)(C)CC1=Nc1cccc2ccccc12 (stereo not drawn),-4,0,-2,1.1,9,-0.1,97,105,1.2,-10
Cc1cccnc1-n1c(CCN2C(=O)c3ccccc3C2=O)nc2ccccc2c1=O,2,-1,8,0.81,0,0.0,100,103,2.4,-6
COc1cc(NC(=O)CN2CCC(C(N)=O)(N3CCCCC3)CC2)c(OC)cc1Cl,2,-2,-6,0.91,-4,-0.3,100,102,0.0,-6
COc1ccccc1CNC(=O)c1cnn2c(C(F)F)cc(C)nc12,8,-1,3,0.85,7,-0.2,96,93,0.1,-6
O=C(NC1CCS(=O)(=O)C1)c1cn(-c2ccccc2)nc1-c1ccccc1 (stereo not drawn),0,-1,0,1,1,-0.4,99,104,-0.1,-2
Cc1csc2cc(-c3cccc([N+](=O)[O-])c3)c(-c3cccc([N+](=O)[O-])c3)c[n+]12,2,0,1,1.2,-3,-0.4,102,100,-0.7,11
N#CC1=C(N)OC2=C(C(=O)CC(c3ccccc3)C2)C1c1ccc2c(c1)OCO2 (stereo not drawn),27,-6,-7,1.7,-11,-0.3,110,82,0.0,3
COc1ccc(-c2nnc(SCC(=O)/C(C#N)=C(\C)N)o2)cc1,28,0,194*,5.1*,-39,-0.3,136*,82,-0.5,9
CCOC(=O)c1c(C)c(C(=O)Nc2cc(F)ccc2F)c(C)n1C,0,4,5,4.3*,-3,-0.2,103,103,0.6,-4
CN(CCO)c1ccc([N+](=O)[O-])cc1C(=O)O,5,-2,-16,1.1,4,-0.3,96,102,3.3,-7
O=C(O)CCC(=O)N1CCc2cc(S(=O)(=O)Nc3ccc4c(c3)OCCO4)ccc21,6,3,-10,1.2,-1,-0.1,101,99,-0.4,-8
COc1ccccc1N1CCN(C(=O)c2cc(C)oc2C)CC1,5,-4,12,0.95,-3,2.1,100,100,-0.4,-1
O=C(C[n+]1ccccc1)Nc1ccccc1C(=O)O,5,-1,-7,0.93,-3,-0.1,101,97,-1.1,5
C/C(=N\NC(=O)c1cc(-c2cccnc2)nc2ccccc12)c1ccc(O)cc1O,5,2,-66,0.61,4,-0.3,96,96,.,8
COCCN1C(=O)Cc2c1nc(N)c1c(N)nc(N3CCN(c4ccc(F)cc4)CC3)c(C#N)c21,-1,-6,17,1,-2,-0.2,103,101,-0.5,-8
CCC(C)(C)n1nnnc1C(c1cc2ccc(C)cc2[nH]c1=O)N(Cc1cccnc1)Cc1ccco1 (stereo not drawn),5,2,3,0.79,10,-0.4,91,100,0.2,-7
O=C(/C=C/c1ccccc1)NNC(=O)c1cccnc1,8,-6,-11,0.96,0,-0.2,100,99,2.2,-16
COc1ccc2c(Cl)c(C(=O)NCC3CCCO3)sc2c1Cl (stereo not drawn),2,1,18,1.3,-7,0.3,109,96,0.5,-7
Cn1c(=O)cc(SCC(=O)N2CCN(C(=O)c3ccco3)CC2)c2ccccc21,22,-13,0,1.1,1,-0.2,99,85,2.2,4
CC1CCCCC1NC(=O)CSc1nnc(CNC(=O)c2ccccc2)n1C (stereo not drawn),4,-2,4,0.91,-5,-0.1,103,100,4.4,10
COc1cccc(/C=C/C(=O)N2CCN(c3n[nH]c(=O)[nH]c3=O)CC2)c1OC,5,-2,20,1.4,0,-0.1,98,104,-0.5,-5
CC1(C)CC(=O)C(C(c2cccc([N+](=O)[O-])c2)C2C(=O)CC(C)(C)CC2=O)C(=O)C1,4,-1,8,1.1,-2,-0.2,102,100,-0.1,7
CN(C)c1oc(-c2ccc(OCc3ccccc3)cc2)nc1C#N,19,0,37,2.1,-27,1.3,125,85,0.4,1
CCOC(=O)CCCn1c(C)nc(=O)c(-c2ccccc2)c1C,8,-10,22,1.1,-8,0.0,107,96,-0.4,2
CCOc1cccc(-c2nnc3sc(-c4cccs4)nn23)c1,20,-2,56,1.1,-10,0.1,108,88,2.6,-12
CN1CCCc2cc(C=O)ccc21,0,9,-20,1.1,1,-0.5,101,103,-0.1,7
CCOC(=O)c1ccc(NC(=S)N2CCCC2)cc1,15,-5,16,1.2,-2,0.0,100,96,-1.8,-2
CCOC(=O)c1ccc(-c2nnc(-c3ccc(Cl)cc3Cl)o2)cc1,0,2,-1,1.7,-7,-0.2,108,104,0.1,-3
Cc1cc(-c2[nH]nc3c2C(c2ccsc2)C(C#N)=C(N)O3)c(C)s1 (stereo not drawn),-1,1,-6,1.3,6,0.2,94,103,1.1,-22
CCCOc1ccc(NCC(=O)Nc2ccc(C)cc2C)cc1,11,-4,0,0.96,2,-0.3,98,93,1.1,-5
CCOC(=O)C1(Cc2cccc(F)c2)CCN(C(=O)C2CCC2)CC1,5,-2,15,1.3,2,-0.2,97,98,0.7,-4
Cc1ccccc1C(=O)N/N=C/c1ccc(Sc2ccccn2)o1,2,2,6,1.1,2,-0.2,100,97,-0.4,-3
CCCC[n+]1c(C)sc2cc(OC)ccc21,-3,-7,3,0.95,2,0.0,97,109,-3.0,0
CCOc1ccccc1-c1cc(-c2ccccc2)nc2c1c(=O)n(C)c(=O)n2C,-27,2,0,0.95,5,0.0,96,127,0.5,5
O=C(O)CC/C(=C\c1ccccc1[N+](=O)[O-])c1nc2ccccc2s1,-8,-7,20,1.1,-3,0.0,103,107,-0.5,-9
O/N=C(/Cc1ccccn1)c1ccccc1,4,0,8,1.3,8,0.0,93,99,0.2,11
O=C(Cn1cnc2ccccc2c1=O)c1ccc2ccccc2c1,10,-3,1,2.5,-19,0.1,120,91,-0.1,1
CCOC(=O)N1CCN(CCC(=O)Nc2ccc(C)cc2)CC1,-3,-8,-8,1.1,7,-0.1,93,103,-0.1,-7
CC(C)N1C(=O)CN(C2CCCCCC2)C(=O)C1c1ccccc1F (stereo not drawn),-20,5,39,1.6,-27,0.1,124,127,1.6,-1
O=C(COc1ccccc1)Nc1ccncc1,6,-9,-10,1.4,9,-0.1,90,98,-0.5,-3
C#CCNC(=O)C1=C[C@@H](c2coc3ccccc3c2=O)C[C@@H](OCCCCO)O1,.,-1,-21,1,-3,0.0,104,.,-1.4,1
CCSc1nnc(Nc2ccc(C)cc2)s1,2,0,70,3.4*,-47,0.1,143*,103,3.3,-5

# Next section, starting with the last 4 of the part before.
SMILES,STAT3 inh,Efa HMGR inh,APP 5'UTR act,NF-kB neuron act,STAT1 inh,Hsp70 activator,STAT1 activator,STAT3 act,Redox H2O2 prof,TLR4-MyD88 BLA
CC(C)N1C(=O)CN(C2CCCCCC2)C(=O)C1c1ccccc1F (stereo not drawn),-20,5,39,1.6,-27,0.1,124,127,1.6,-1
O=C(COc1ccccc1)Nc1ccncc1,6,-9,-10,1.4,9,-0.1,90,98,-0.5,-3
C#CCNC(=O)C1=C[C@@H](c2coc3ccccc3c2=O)C[C@@H](OCCCCO)O1,.,-1,-21,1,-3,0.0,104,.,-1.4,1
CCSc1nnc(Nc2ccc(C)cc2)s1,2,0,70,3.4*,-47,0.1,143*,103,3.3,-5
O=C(COC(=O)CNC(=O)c1ccc(Cl)cc1)Nc1ccc(Cl)cc1C(F)(F)F,9,5,-3,0.95,-3,-0.3,103,94,-0.1,-4
O=C(c1ccc(Cl)cc1)N1CCCOC1,7,1,-5,0.93,0,0.0,100,97,2.9,-1
Cc1ccc(-c2cc(C(=O)N/N=C/C=C/c3ccccc3)n[nH]2)s1,14,1,16,1.2,-11,-0.3,110,89,0.3,-2
Cc1nc2sc3c(c2c(=N)n1N)CC(C)(C)OC3,14,-2,14,0.91,2,-0.1,98,97,0.8,-8
COc1ccccc1-n1c(=S)[nH]c2c(sc(=S)n2-c2ccccc2C)c1=O,29,-1,9,1.3,5,-0.2,95,82,-0.8,3
COCCNC(=S)N1CCN(S(C)(=O)=O)CC1,1,-8,-3,1,-3,0.0,101,101,-0.9,-2
COC(=O)CCSc1cc([N+](=O)[O-])cc2c1c(C1OCCS1)nn2-c1ccccc1 (stereo not drawn),4,-6,-3,0.99,2,-0.2,98,100,3.2,-4
O=C1COc2ccc(C(=O)c3ccccc3C(=O)NCc3ccco3)cc2N1,20,-2,13,1.4,-1,0.0,101,83,0.0,-2
Cc1ccccc1OCC(=O)N/N=C/c1ccco1,11,1,-20,1.2,-8,-0.2,108,94,2.2,13
C[C@]1(C(=O)NCc2cc(F)cc(C(F)(F)F)c2)C=C[C@@H](Cc2ccccc2)N1C(=O)c1ccccc1,-4,-3,6,0.89,-4,0.0,104,101,0.2,5
CCOC(=O)CNS(=O)(=O)c1cc(-c2n[nH]c(=O)c3ccccc23)ccc1C,-9,-6,9,0.96,-6,-0.2,105,112,-0.2,-7
Cc1ccc(S(=O)(=O)n2cnc3cc([N+](=O)[O-])ccc32)c(C)c1,-8,-6,-23,1.2,-10,-0.3,109,106,0.0,16
Cc1nnc(SC(C)C(=O)Nc2ccc3c(c2)OCCO3)s1 (stereo not drawn),7,1,4,1.4,-2,-0.3,102,100,-1.1,3
Cc1ccc(-c2nn(C)c(=O)c3ccccc23)cc1S(=O)(=O)NCCN1CCOCC1,11,7,8,0.82,11,0.6,90,94,2.3,-10
CCc1ccc(NC(=S)Nc2cccc3cnccc23)cc1,-25,1,11,1.3,6,-0.1,93,128,0.1,1
C#Cc1ccc([C@H]2C=C(C(=O)N3CCN(Cc4ccccc4)CC3)O[C@@H](OCC)[C@@H]2CCCO)cc1,.,-5,-2,0.6,-3,0.5,104,.,0.5,4
Brc1ccc(-c2ncc(-c3ccccc3)cn2)cc1,11,-1,31,5.7*,-43,-0.3,139*,97,4.8,6
CCOC(=O)N1CCC(N(C(=O)Nc2ccc(Cl)c(Cl)c2)C(C)CC)CC1 (stereo not drawn),7,1,0,0.87,0,0.0,100,95,0.4,-11
